# ERK EGF block: qHTS Assay for Inhibitors of the ERK Signaling Pathway using a Homogeneous Screening Assay; Stimulation with EGF. HEK293-V1b, EGF-stimulated phospho-ERK AlphaScreen. Potency, µM (titrated, usually from 11.5 µM), for the others: at the highest dose activity change, negative = inhibition, most hits filed as inhibitors. 130,000 compounds, 0.41% hits. AID 1454, 2008; active = well fitted inhibition curve with a large enough effect; inconclusive = small, poorly fitted or top-dose-only effect, or effect the other way;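 also: plate controls were stimulated vehicle wells for no effect and unstimulated vehicle basal for full effect; nearly all actives have a fitted effect of over 55% in size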
#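 Phospho-ERK1/2 measured by AlphaScreen (SureFire) after 5 min 25 nM EGF stimulation of V1b-expressing HEK293 cells preincubated 30 min at 37C with titrated compounds; data scaled to DMSO and EGF controls, Hill-fitted AC50.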
# The depositor's hits bear a star; ? = inconclusive; [ ] = remark or other dose. Potency is read from the fitted curve at half-maximal effect. A portion of the library; the hit share may differ from the screen's.
molecule	ERK EGF block
CC(C)CC(=O)NC(Nc1ccc([N+](=O)[O-])cc1)C(Cl)(Cl)Cl (configuration not stated)	3.2%
COC(=O)c1ccc2c(=O)n(Cc3ccc(C(=O)NCCCN4CCC(C)CC4)cc3)c(=S)[nH]c2c1	3.8%
O=C(OCC(=O)N1CCOCC1)c1cccc(S(=O)(=O)N2CCCc3ccccc32)c1	5.7%[57.5 µM]
COc1ccc(NCC(=O)N/N=C2\CCCC(C)C2)cc1 (configuration not stated)	-0.9%
CC(=O)Nc1ncnc2c1c(-c1ccc(Cl)cc1)nn2C(C)(C)C	-23.3%
O=C(NNc1nc2cc3c(cc2s1)OCCO3)c1ccc(F)cc1	-6.9%
CC12CCC(C(=O)N(c3ccccc3Cl)C1=O)C2(C)C (configuration not stated)	6.7%
CCCCCC1CC(CC(=O)Nc2ccc([N+](=O)[O-])cc2)C(=O)O1 (configuration not stated)	-22.1%
S=C(Nc1ccccn1)c1ccccn1	7.7%[57.5 µM]
Cc1c(/C=N\NC(=O)C2COc3ccc(C(C)(C)C)cc3O2)c2ccccc2n1C (configuration not stated)	6.6%
CCOC(=O)c1c(-n2cccc2)sc2c1CCCC2=O	14.0%
Cn1cnnc1SCC(=O)NNC(=O)COc1ccc(Cl)cc1	1.7%[57.5 µM]
CCOC(=O)c1cccc(-n2c(-c3ccc(OC)cc3)nc3nc4ccccc4nc32)c1	9.3%
Cc1cc(C)c(C#N)c(SCc2[nH]nc3c2C(c2ccc(F)cc2)C(C#N)=C(N)O3)n1 (configuration not stated)	-10.8%
O=C1C(=Cc2ccco2)C(=O)c2ccccc21	9.2%
COc1ccc(N(CC(=O)N2CCN(Cc3ccc4c(c3)OCO4)CC2)S(C)(=O)=O)cc1OC	3.7%
CC(C)Oc1ccc(C(CC(=O)N(C)CCC#N)c2ccc(F)cc2)cc1 (configuration not stated)	4.7%
O=C(Nc1ccc(C(=O)O)cc1)/C(=C\c1ccc([N+](=O)[O-])cc1)NC(=O)c1ccc(Br)cc1	6.0%
Cc1cc(C)c2c(N)c(C(=O)NC3CCCC3)sc2n1	-0.1%
CN(CC(=O)NCCc1ccccn1)S(=O)(=O)c1ccc(Cl)cc1	36.9%
O=C(Nc1ncc(Cc2ccccc2Cl)s1)c1ccc([N+](=O)[O-])cc1	4.8%
O=C1NCC2=C1C(c1ccccc1)Nc1ccccc1N2 (configuration not stated)	23.3%[57.5 µM]
Cc1csc(SCC(=O)NCCc2ccc(Cl)cc2)n1	3.7%
O=C(NN1C(=O)C2C3C=CC(C4CC34)C2C1=O)c1cccc(Cl)c1 (configuration not stated)	7.6%
CC(C)CCNc1nc(N)c([N+](=O)[O-])c(NCCO)n1	-0.7%[57.5 µM]
O=C(Nn1c(C2CCCCC2)nc2ccccc2c1=O)c1ccc([N+](=O)[O-])cc1Cl	0.5%
COc1cc(/C=N/NC(=O)Cc2csc(N3CCOCC3)n2)cc(OC)c1O	1.6%
O=C(CCOc1ccccc1)Nc1ccc([N+](=O)[O-])cc1	0.3%
CCNc1nc(NC(C)C)nc(SCCOC(=O)c2ccccc2)n1	1.6%
COc1cc(SC)ccc1C(=O)Nc1ccncc1	?
Cc1ccc(C)c(OCc2ccc(C(=O)NN)o2)c1	-9.6%[57.5 µM]
O=c1[nH]c2ccccc2nc1/C=C/c1ccc(F)cc1	-13.7%[57.5 µM]
CCn1c(C)nc2cc(C(=O)N/N=C/c3ccccc3C)ccc21	-20.5%
CCc1c(C(=O)NNC(=S)NCc2ccccc2)csc1C	6.2%
CCC(=O)Nc1ccc(C(=O)NNC(=O)c2cc(OC)c(OC)c(OC)c2)cc1	-1.6%
O=C(Cn1ccc([N+](=O)[O-])n1)NCCc1c[nH]c2ccccc12	-2.8%[57.5 µM]
C/C(=N\NC(=O)c1cc(-c2ccco2)nc2ccccc12)c1cccnc1	12.0%
CN(CCO)c1ncnc2nc[nH]c12	7.5%
COC(=O)c1ccc(-n2cc(-c3ccc(OC)cc3)[nH]c2=S)cc1	7.1%
Cc1ccc(NC(=O)c2cn(CCC#N)nc2-c2cccs2)c([N+](=O)[O-])c1	11.5%
COc1cc(C(=O)N(CCc2ccccc2)C2=CC3CCC(C2)N3C)cc(OC)c1OC (configuration not stated)	6.7%
Nc1ccc(N2CCCCC2)c2nonc12	-5.0%
Cc1oc2c(C)c(O)ccc2c(=O)c1-c1nncn1-c1ccccc1	-8.9%
CCCN1C(=O)/C(=C/c2ccncc2)SC1=S	2.2%
CCCC(=O)Nc1cccc(-c2cn3cccnc3n2)c1	-8.4%
Fc1cc(F)c2nc(Nc3nc4cc5c(cc4s3)OCO5)sc2c1	-5.4%
CCN(Cc1ccccc1)S(=O)(=O)c1ccc(C(=O)N2CCN(c3nc4ccccc4s3)CC2)cc1	0.6%
Cn1c(Cn2c(=O)sc3ccccc32)nnc1SCC(=O)NC1CCCCC1	-0.1%
CC(C(=O)NC1CCCC1)N1CCN(Cc2ccccc2)CC1 (configuration not stated)	37.0%
Cc1c(NC(=O)C(C)OC(=O)c2cccc([N+](=O)[O-])c2)c(=O)n(-c2ccccc2)n1C (configuration not stated)	1.2%

# Look-ups from the results shown.
# ERK EGF block with `CCN(Cc1ccccc1)S(=O)(=O)c1ccc(C(=O)N2CCN(c3nc4ccccc4s3)CC2)cc1` = 0.6%
# ERK EGF block with `O=C(CCOc1ccccc1)Nc1ccc([N+](=O)[O-])cc1` = 0.3%
# ERK EGF block with `O=c1[nH]c2ccccc2nc1/C=C/c1ccc(F)cc1` = -13.7%[57.5 µM]
# ERK EGF block with `Nc1ccc(N2CCCCC2)c2nonc12` = -5.0%

# Continued.
Compound	ERK EGF block
O=C(CCC(=O)Nc1ccc(F)cc1)N/N=C/c1ccccc1O	-11.2%
CN1CCN(c2ccccc2NC(=O)c2cc3c(s2)-c2ccccc2OC3)CC1	?
Cc1cc(OCC(=O)N(C(C)C)C(C)C)ccc1Cl	-6.8%
CC(C)Cc1nnc(NC(=O)Cc2ccccc2[N+](=O)[O-])s1	9.1%
CCCCn1c(SCC(=O)N2CCc3ccccc32)nnc1-c1ccncc1	-3.1%[57.5 µM]
Cc1ccc(NC(=O)CCCSc2ccccc2)cc1S(=O)(=O)N1CCOCC1	-14.5%
NC(=O)c1cc2c(s1)-c1cc(Cl)ccc1SC2	16.5%[57.5 µM]
COc1ccc(/C=N/NC(=O)Cn2cnc3c2c(=O)n(C)c(=O)n3C)c(OC)c1OC	-8.9%[57.5 µM]
O=C(CCN1C(=O)c2ccc([N+](=O)[O-])cc2C1=O)Nc1nccs1	4.5%
Cc1ccc(S(=O)(=O)NNC(=O)Cc2cccn2C)cc1	-3.4%

# The closing two records of the section above come first, to join the parts.
Compound	ERK EGF block
O=C(CCN1C(=O)c2ccc([N+](=O)[O-])cc2C1=O)Nc1nccs1	4.5%
Cc1ccc(S(=O)(=O)NNC(=O)Cc2cccn2C)cc1	-3.4%
O=[N+]([O-])c1cnccc1Nc1cccc(F)c1	-4.3%
COc1ccc(-c2cccc(C3CC=CC4C3C(=O)N(Cc3ccccc3)C4c3ccc(OC)c(Cl)c3)c2)cc1 (configuration not stated)	2.4%[57.5 µM]
O=C(CSc1nc2ccccc2c(=O)n1CCCN1CCOCC1)c1c[nH]c2ccccc12	-1.0%
COc1ccccc1/C=C/C=N/n1c(C2CCCCC2)n[nH]c1=S	5.1%
Cc1ncc(CO)c2cc(S(=O)(=O)c3ccc(F)cc3)c(=O)oc12	1.2%
COC(=O)c1ccccc1NS(=O)(=O)c1ccc2[nH]c(=O)[nH]c2c1	3.0%
Cc1ccc(CNC(=O)CCNS(=O)(=O)c2ccc(Br)s2)cc1	-4.6%
COc1cc2c(cc1OC)C(c1cccs1)N(C(=S)NC(C)C)CC2 (configuration not stated)	1.5%
CCC(CCC(C)C1CCC2C3CCC4CC(O)CC[C@@]4(C)C3CC[C@@]12C)C(C)C (some centres not stated)	31.8%
CCS(=O)(=O)c1ccc2oc(SCC(=O)N3CCCCC3)nc2c1	2.2%

# Grouped by structure, the compounds so far with a cyano group (three)
Compound	ERK EGF block
Cc1cc(C)c(C#N)c(SCc2[nH]nc3c2C(c2ccc(F)cc2)C(C#N)=C(N)O3)n1 (configuration not stated)	-10.8%
CC(C)Oc1ccc(C(CC(=O)N(C)CCC#N)c2ccc(F)cc2)cc1 (configuration not stated)	4.7%
Cc1ccc(NC(=O)c2cn(CCC#N)nc2-c2cccs2)c([N+](=O)[O-])c1	11.5%

# Next results
Compound	ERK EGF block
CCOC(=O)c1c(NC(=O)Cn2nc(C(=O)O)c3ccccc3c2=O)sc2c1CCC(C)C2 (configuration not stated)	-18.4%[57.5 µM]
CCOc1ccc(/C=C(\C#N)C(=O)Nc2cccnc2)cc1	-0.9%
CCOC(=O)C1CCN(C(=S)Nc2ccc(S(N)(=O)=O)cc2)CC1	4.0%
COc1cc(C(=O)NC2(C(F)(F)F)NC(=O)N(CCCc3ccccc3)C2=O)cc(OC)c1OC (configuration not stated)	7.0%
Cc1ccc(CN2CCNC(=O)C2CC(=O)N(C)C(C2CC2)C2CC2)o1 (configuration not stated)	-10.2%
Cc1ccc(C)c(OCCCNC2CCCC2)c1C	19.9%
Cc1cc(N)n(-c2ccc(S(=O)(=O)N3CCCC3)cc2[N+](=O)[O-])n1	-11.4%[57.5 µM]
Cc1cc(Nc2nc(Cl)c(Cl)cc2Cl)n(-c2ccccc2)n1	-7.0%
O=C(Cn1c(=O)[nH]c2ccccc2c1=O)N1CCN(c2cccc(Cl)c2)CC1	-5.2%
COC(=O)N1CCC[C@@]2(CCN(c3ccncc3)C2)C1	14.1%
CCOc1ccccc1NC(=O)Nc1cc(S(=O)(=O)N(C)C)ccc1C	1.1%[57.5 µM]
c1ccc(-c2nnc(-c3ccccc3)nn2)cc1	?
C[C@@H]1CC[C@]2(O[C@@H](CCO)C[C@H](O)[C@H]2O)O1	-2.0%
O=c1cc(-c2ccccc2Cl)oc2cc(O)cc(O)c12	2.1%
O=C(COc1ccc(Br)cc1Br)NC(=O)NC1CCCC1	6.9%
Cc1ccc(NCC(=O)N/N=C/c2cccc(Oc3ccccc3)c2)cc1	-10.1%
Cc1ccccc1CNc1nnnn1C	-7.4%
Clc1cc(Br)ccc1OCCCNCc1ccccc1	-0.5%
O=C(OC1Cn2c(=O)ccc(=O)n2C1)c1ccc([N+](=O)[O-])cc1	-6.5%
COc1ccc(N2CC(C(=O)N/N=C/c3ccc([N+](=O)[O-])cc3)CC2=O)cc1 (configuration not stated)	6.6%
O=C(Cn1nnc(-c2cccs2)n1)N1CCOCC1	-10.4%
CC(C)(C)SCCNS(=O)(=O)c1ccc(Cl)cc1	-9.0%
CCN(CC)c1ccc(/C=N/N2CCN(Cc3ccccc3)CC2)c(O)c1	?
O=C(Nc1nnc(C2CC2)s1)C1CCCO1 (configuration not stated)	-2.3%
COc1ccc(-c2nc3cc([N+](=O)[O-])ccc3o2)cc1	-10.5%
N#C/C(=C/c1cn[nH]c1-c1cccc(Br)c1)C(=O)O	6.2%[57.5 µM]
O=C(CCNC(=O)Cn1ccc2ccccc2c1=O)NCCc1ccccc1Cl	-4.8%
C=C(C(=O)C(C)(C)O)C(O)c1ccc([N+](=O)[O-])cc1 (configuration not stated)	0.3%
Cc1ccc2cc(CN(CCN(C)C)C(=S)Nc3ccccc3)c(=O)[nH]c2c1C	-6.7%
CN(C)S(=O)(=O)c1ccc(C(=O)OCCn2cnc3c2c(=O)n(C)c(=O)n3C)cc1	-14.2%
NS(=O)(=O)c1ccc(NC(=O)Nc2ccccc2)cc1	-10.2%[57.5 µM]
N#Cc1ccccc1CN1C(=O)NC(Cc2c[nH]c3ccccc23)C1=O (configuration not stated)	-4.6%
CCOC(=O)c1c(CSCc2ccccc2)oc2ccc(O)c(CN(C)C)c12	-1.8%[57.5 µM]
O=C(c1cn(-c2ccc(Cl)c(Cl)c2)nn1)C1CC1	-5.7%
O=c1cc(COc2ccccc2[N+](=O)[O-])nc2sccn12	-1.4%[57.5 µM]
CCc1nnc(NC(=O)C2CCCN(S(=O)(=O)c3ccc(OC)cc3)C2)s1 (configuration not stated)	-5.7%
CCOC(=O)C(=CNc1nc2ccc(C(=O)OCC)cc2s1)C(=O)OCC	4.8%[57.5 µM]
CC(C)(C)c1ccc(S(=O)(=O)/C=C\C#N)cc1	3.8%
O=C(c1cc([N+](=O)[O-])ccc1N1CCOCC1)N1CCOCC1	-6.6%
Cc1cc2cc(CN(CCN(C)C)C(=S)NCc3ccco3)c(=O)[nH]c2cc1C	-2.9%
NC(=O)[C@H]1CC2(CC(c3cccc(NC(=O)[C@H]4CCC(=O)N4)c3)=NO2)CN1C(=O)c1ccccc1 (some centres not stated)	4.7%[57.5 µM]
COc1ccc(N2C(=O)C(Cc3ccccc3)NC2=S)cc1 (configuration not stated)	1.8%
CCOC(=O)C1=C(N)Oc2c(oc(CO)cc2=O)C1c1ccccc1 (configuration not stated)	13.1%
NC(=O)Cn1cc(C(=O)COc2ccccc2)c2ccccc21	0.8%
COc1ccc(Oc2cccc(Cl)c2CNC(=O)CCC(=O)O)cc1	6.9%[57.5 µM]
Cc1ccc(CN2CCN(Cc3ccc(C)s3)CC2CCO)cc1 (configuration not stated)	-4.6%
CN(C)C=NC(=O)c1cc(C(=O)c2ccccc2Cl)c[nH]1	-6.2%
Cc1ccc(NC(=O)CN2CCC(NC(=O)Cc3ccccc3)CC2)c(C)c1	5.4%
O=C(c1ccc(F)cc1)C1CCN(Cc2cn[nH]c2-c2ccc(F)cc2)CC1	3.6%[57.5 µM]
COc1ccc(C[C@H]2CN3C(=NC[C@H]3C)N2CCNC(=O)CCC2CCCCC2)cc1	-10.8%[57.5 µM]
COc1ccc(-c2c(C)[nH]n3c(=O)c(Cc4ccccc4)c(C)nc23)cc1	2.6%
Cc1ccc(C)c(N(CC(=O)NCc2ccco2)C(=O)CCC(=O)Nc2ccccn2)c1	8.0%
